Screens (PubChem)
Growth percent in the NCI-60 one-dose screen (48 h, 10 µM unless noted): 100 = growth as untreated, 0 = no growth, -100 = all killed.
A549/ATCC = A549/ATCC NSCLC; 81,000 tested, 3.7% active
M14 = M14 melanoma | AID 1794745 | 80,000 tested, 6.2% active
SK-MEL-5 = SK-MEL-5 melanoma; 80,000 tested, 6.4% active; AID 1794755
EKVX = EKVX NSCLC. 71,000 tested, 3% active
HOP-62 = HOP-62 NSCLC; 80,000 tested, 3.9% active
SK-MEL-2 = SK-MEL-2 melanoma | 77,000 tested, 4.7% active | AID 1794763
SK-MEL-28 = SK-MEL-28 melanoma. AID 1794761. 81,000 tested, 4.1% active
HOP-92 = HOP-92 NSCLC cells | 71,000 tested, 6.3% active | AID 1794738
* = called active by the depositor; · = not tested or not shown; & = joins results of further samples. Rule for the calls: active = growth percent below 10; inactive = the rest.

1. CC(C)SP(=S)(SC(C)C)SC(C)C
2. CNC(=O)CCl
3. O=C(CBr)OCCCl
4. CC[C@H](C)[C@H](NC(=O)c1cccn1C)C(=O)N(C)[C@H](C[C@@H](OC(C)=O)c1nc(C(=O)N[C@@H](Cc2ccccc2)C[C@H](C)C(=O)OC)cs1)C(C)C
5. COc1ccc(-n2c(Sc3sc(N)nc3C)nc3ccc(Cl)cc3c2=O)cc1
6. CC[C@](O)(C(=O)O)c1cc2n(c(=O)c1CO)Cc1cc3ccccc3nc1-2
7. CCCCC/C=C\C/C=C\C/C=C\C/C=C\CCCC(=O)NCC(=O)O
8. NN=C1C(Cl)=C(Cl)C(Cl)=C1Cl
assay / compound	1	2	3	4	5	6	7	8
A549/ATCC	·	96.3	97.2	14.4	93.9	-5.9*	102.7	102.1
M14	99.4	104.7	105.9	-0.4*	113.3	-26.5*	110.2	105.3
SK-MEL-5	97.6	96.4	110.9	-29.1*	93.1	-94.2*	113.4	89.9
EKVX	100.7	·	·	54.3	·	10.2	115.8	·
HOP-62	93.7	98.5	·	10.1	99.6	1.0*	124.4	134.7
SK-MEL-2	94.5	100.7	121.5	20.4	102.2	-20.9*	102.0	100.7
SK-MEL-28	101.7	106.6	101.7	68.8	100.3	·	111.9	107.4
HOP-92	98.2	93.7	·	22.4	75.2	-39.0*	108.2	113.7

9. O=c1oc2ccc(-c3ccc(F)cc3F)cc2c(=O)n1-c1ccc([N+](=O)[O-])c(C(F)(F)F)c1
10. CCCCOC(=O)c1ccccc1C(=O)O
11. N#Cc1cccc(Cl)c1
12. CCc1ccccc1-n1c(C)nc2ccccc2c1=O
13. COC(=O)C1C2c3ccccc3C(c3ccccc32)C1C(=O)OC (configuration not stated)
14. CCOC(=O)C1C(=O)C(CN(CCCl)CCCl)C(=O)C(C(=O)OCC)C1c1ccc(O)cc1 (configuration not stated)
15. CCP(=S)(CC)P(=S)(CC)CC
16. NC(=O)CS(=O)C(c1ccccc1)c1ccccc1 (configuration not stated)
assay / compound	9	10	11	12	13	14	15	16
A549/ATCC	102.8	104.9	98.9	89.9	88.9	76.6	·	104.1&99.3
M14	109.1	94.5	72.3	107.7	103.2	104.5	114.1	111.2&116.7
SK-MEL-5	93.7	105.6	107.6	100.5	98.7	92.9	99.4	111.5
EKVX	91.2	102.4	·	97.3	95.9	106.6	·	105.6&114.5
HOP-62	99.0	94.3	96.2	108.4	96.4	113.2	109.4	113.5&121.4
SK-MEL-2	113.5	99.3	133.9	95.8	90.9	107.6	105.1	104.2&121.8
SK-MEL-28	110.5	121.3	101.2	102.3	105.4	105.3	99.5	97.1&116.7
HOP-92	88.9	·	·	69.1	101.1	77.8	·	101.5

17. NC(Cc1cccc(NP(=S)(N2CC2)N2CC2)c1)C(=O)O (configuration not stated)
18. COC12CC3(C)C(C4=CC(=O)OC4)CCC3(O)C3CCC4=CC(=O)CCC4(CO1)C32 (configuration not stated)
19. Nc1nc(N)c(-c2ccc(Cl)c(Cl)c2)c(/C=C/c2ccc(S(=O)(=O)F)cc2)n1
20. COc1cc2c(cc1OC)[C@@H]1C(=O)c3ccc4c(c3O[C@@H]1CO2)C[C@H](C(C)C)O4
21. C[C@H](O)CCC(=O)c1ccoc1
22. COc1cc(C2C3=C(CCCC3=O)N(CCO)c3cc4c(cc32)CCC4)cc(OC)c1OC (configuration not stated)
23. CCOC(=O)N(N=O)c1ccccc1
24. COc1ccc(/C=C\c2cc(OC)c(OC)c(OC)c2)cc1OCC(=O)Nc1nc2ccc(F)cc2s1
assay / compound	17	18	19	20	21	22	23	24
A549/ATCC	103.8	98.8	81.3	65.5	97.0	58.9	93.2	31.0
M14	110.2	92.6	89.4	75.4	108.4	98.0	106.5	51.9
SK-MEL-5	101.5	106.5	84.6	17.9	99.9	87.1	111.5	-0.3*
EKVX	108.9	102.8	·	26.7	103.9	81.2	111.9	57.7
HOP-62	90.4	·	91.3	63.6	107.9	92.6	103.6	51.0
SK-MEL-2	118.7	24.9	86.3	91.0	110.0	76.9	104.6	68.8
SK-MEL-28	116.5	122.5	98.1	98.5	115.2	96.9	108.8	69.5
HOP-92	99.7	76.8	·	57.3	111.1	76.0	117.9	57.7

25. COCC(C)OC(=O)Cc1ccccc1 (configuration not stated)
26. O=S(=O)(CCCN1CCCCC1)C(c1ccccc1)c1ccccc1
27. CCCCCCCCCCCCOC(N)=O
28. O=C(N1c2ccc(F)cc2[C@H]2[C@H]3OO[C@@H](C[C@H]2[C@H]1c1ccccc1F)O3)C(F)(F)F
29. C#C[C@]1(O)CC[C@H]2[C@@H]3CC=C4C[C@@H](OC(=O)CCC5CCCCC5)CC[C@]4(C)[C@H]3CC[C@@]21C
30. CN(C)c1ccc(C=C2C(=O)NC(=O)NC2=O)cc1
31. O=C(O)c1nn(Cc2ccc(Cl)cc2Cl)c2ccccc12
32. Cc1ccccc1NC(N)=S
assay / compound	25	26	27	28	29	30	31	32
A549/ATCC	105.5	88.0	96.2	90.4	87.1	92.6	98.9	102.0
M14	106.8	106.9	103.5	102.6	107.6	86.5	112.8	109.9
SK-MEL-5	99.8	96.6	105.8	95.7	94.3	94.4	101.6	102.3
EKVX	99.6	99.4	·	97.8	85.6	92.4	92.4	106.1
HOP-62	102.3	94.8	100.1	88.2	94.9	110.5	96.7	107.3
SK-MEL-2	115.1	100.2	106.7	100.6	·	105.4	119.4	101.8
SK-MEL-28	116.3	113.8	103.7	111.2	107.9	92.5	117.0	118.2
HOP-92	89.9	92.9	·	89.7	84.1	86.8	83.3	95.2

33. CC(C)CCC[C@@H](C)[C@H]1CC[C@H]2[C@@H]3C/C(=N\OC(=O)c4ccc(N(CCCl)CCCl)cc4)C4=CC(=O)CC[C@]4(C)[C@H]3CC[C@]12C
34. NC(=S)Nc1ccccc1
35. COP(=O)(Oc1ccccc1)Oc1ccccc1
36. CCOc1ccccc1C=C(C#N)C#N
37. N#Cc1c(Cl)cccc1Cl
38. COc1ccc(C=O)cc1OC
39. CCOc1cc(CNC(C)C(O)c2ccccc2)cc(Cl)c1OCC (configuration not stated)
40. Nc1ccc(S(=O)(=O)F)c(Cl)c1
assay / compound	33	34	35	36	37	38	39	40
A549/ATCC	92.0	105.5	95.8	98.1	101.2	100.6&103.3	98.9	96.3
M14	107.6	100.3	100.2	103.0	99.7	100.9&96.7	103.3	99.7
SK-MEL-5	100.6	111.1	99.0	100.9	91.0	101.1	92.5	104.5
EKVX	99.4	116.0	·	105.2	·	105.2&109.6	·	·
HOP-62	93.6	112.0	101.6	113.0	102.8	110.4&107.2	92.8	99.0
SK-MEL-2	98.7	·	122.5	111.3	116.1	113.7&108.1	100.5	90.7
SK-MEL-28	110.8	111.0	104.3	114.9	112.1	109.5&114.9	105.0	109.7
HOP-92	103.5	·	90.8	117.7	·	94.5&96.4	145.8	103.0

41. c1cc[n+](CCCCCCCCCC[n+]2ccccc2)cc1
42. C/C=N/Nc1ccc([N+](=O)[O-])cc1[N+](=O)[O-]
43. COc1ccc(C2=N[C@@H](Cc3ccccc3)C(=O)Nc3ccsc32)cc1
44. CNC(=O)Oc1c(Cl)cccc1SSc1cccc(Cl)c1OC(=O)NC
45. O=P(Oc1ccc(OP(=O)(N2CC2)N2CC2)cc1)(N1CC1)N1CC1
46. Cc1ccccc1N1COOC2(OOC1)C1CC3CC(C1)CC2C3
47. Nc1ccc(OCCNS(=O)(=O)c2cccc(S(=O)(=O)F)c2)c(Cl)c1
48. CC12CCC(C(S(=O)(=O)O)C1=O)C2(C)C (configuration not stated)
assay / compound	41	42	43	44	45	46	47	48
A549/ATCC	53.3	65.5	43.2	101.5	87.2	105.4	84.8	101.9
M14	92.7	81.2	20.7	109.3	99.6	101.2	97.3	105.9
SK-MEL-5	81.3	96.8	34.9	96.2	104.2	112.7	97.1	104.8
EKVX	80.8	85.6	·	106.5	106.1	101.6	·	92.5
HOP-62	70.9	66.1	66.0	98.3	95.4	101.3	90.0	·
SK-MEL-2	103.0	87.5	-4.2*	104.2	101.6	102.5	88.9	111.0
SK-MEL-28	98.2	99.2	54.5	112.1	106.1	107.7	88.8	113.4
HOP-92	71.3	87.3	61.4	105.3	114.5	108.5	87.5	72.1

49. C[C@]12CCc3nc(-c4ccc(O)c(O)c4)sc3C1=CC[C@@H]1[C@@H]2CC[C@]2(C)C(=O)CC[C@@H]12
50. CCCCCOC(=O)c1ccccc1C(=O)OCCCCC
51. C[C@]1(O)CC[C@H]2[C@@H]3CCC4=CCCC[C@@H]4[C@H]3CC[C@@]21C
52. COC[C@@H]1C[C@@]2(C)[C@@H](CC[C@@H]3[C@@H]2CC[C@@]2(C)[C@H]3CC[C@]2(C)O)CC1=O
53. Nc1nc(N)c(-c2ccc(Cl)cc2)c(COc2ccc(NC(=O)Nc3cccc(S(=O)(=O)F)c3)cc2)n1
54. Oc1c(Cl)cccc1Cc1cc(Cl)cc(Cl)c1O
55. Cc1ccc[n+](CCCC[n+]2cccc(C)c2)c1
56. Nc1ccc(Cl)cc1
assay / compound	49	50	51	52	53	54	55	56
A549/ATCC	61.2	·	62.3	90.6	97.7	44.6	106.4	78.7
M14	63.1	110.7	91.9	94.5	107.3	59.9	116.8	99.5
SK-MEL-5	78.5	100.7	101.2	105.5	98.4	20.3	111.8	99.7
EKVX	95.7	105.5	104.2	·	·	79.0	119.6	95.7
HOP-62	80.8	94.4	82.9	107.5	106.3	105.2	120.6	90.3
SK-MEL-2	104.2	·	102.9	83.2	168.7	47.3	113.3	95.7
SK-MEL-28	84.6	104.4	121.0	96.4	104.7	47.4	123.6	109.0
HOP-92	56.3	66.8	87.3	100.3	·	17.7	113.3	85.5

Exported with bars between the fields: part of the list above.
nr | SMILES | A549/ATCC | M14 | SK-MEL-5 | EKVX | HOP-62 | SK-MEL-2 | SK-MEL-28 | HOP-92
50 | CCCCCOC(=O)c1ccccc1C(=O)OCCCCC | · | 110.7 | 100.7 | 105.5 | 94.4 | · | 104.4 | 66.8
51 | C[C@]1(O)CC[C@H]2[C@@H]3CCC4=CCCC[C@@H]4[C@H]3CC[C@@]21C | 62.3 | 91.9 | 101.2 | 104.2 | 82.9 | 102.9 | 121.0 | 87.3

(list continues)
57. COc1ccc(/C=C\c2cc(OC)c(OC)c(OC)c2)c(NS(=O)(=O)c2ccc(F)cc2)c1O
58. CN(C)C(=S)SSC(=S)N(C)C
59. CC(C)(C)OOC(=O)/C=C\C(=O)OOC(C)(C)C
60. Cc1nc(N)sc1S(=O)(=O)F
61. CCN(/C=C1\CC2C3CC=C4CC(O)CCC4(C)C3CCC2(C)C1=O)CC (configuration not stated)
62. O=[N+]([O-])c1ccc(Br)c([N+](=O)[O-])c1
63. C=CCOC(C(=O)OCCN(CC)CC)(c1ccccc1)c1ccccc1
64. COc1ccc(C=C2C(=O)NC(=S)NC2=O)cc1OC
65. CCOC(=O)C1(c2ccc(O)c(O)c2)CCN(C)CC1
66. CC(=O)N(CC(C)C)N=O
assay / compound	57	58	59	60	61	62	63	64	65	66
A549/ATCC	23.9	71.6&80.0	109.6	100.9	·	103.7	91.1	105.3	102.6	112.7
M14	6.4*	100.0&93.0	·	113.4	113.2	79.9	110.0	99.3	89.0	107.0
SK-MEL-5	-28.4*	82.0	106.0	99.6	98.8	95.8	97.0	110.9	99.0	108.6
EKVX	·	92.7&69.4	123.5	·	84.7	115.1	98.2	97.9	92.8	102.8
HOP-62	71.3	112.5&111.3	97.7	94.5	107.0	114.7	101.9	94.5	100.8	111.5
SK-MEL-2	-6.9*	108.2&109.0	102.5	143.9	93.4	96.8	111.1	101.3	112.0	104.0
SK-MEL-28	63.2	113.7&115.6	109.3	112.4	114.0	101.2	107.2	106.8	95.2	115.6
HOP-92	43.3	102.2	88.3	92.9	64.1	108.9	94.9	88.4	83.1	114.7

An excerpt from above in order of length of the SMILES, low to high.
56. Nc1ccc(Cl)cc1
66. CC(=O)N(CC(C)C)N=O
60. Cc1nc(N)sc1S(=O)(=O)F
58. CN(C)C(=S)SSC(=S)N(C)C
54. Oc1c(Cl)cccc1Cc1cc(Cl)cc(Cl)c1O
64. COc1ccc(C=C2C(=O)NC(=S)NC2=O)cc1OC
65. CCOC(=O)C1(c2ccc(O)c(O)c2)CCN(C)CC1
62. O=[N+]([O-])c1ccc(Br)c([N+](=O)[O-])c1
63. C=CCOC(C(=O)OCCN(CC)CC)(c1ccccc1)c1ccccc1
61. CCN(/C=C1\CC2C3CC=C4CC(O)CCC4(C)C3CCC2(C)C1=O)CC (configuration not stated)
assay / compound	56	66	60	58	54	64	65	62	63	61
A549/ATCC	78.7	112.7	100.9	71.6&80.0	44.6	105.3	102.6	103.7	91.1	·
M14	99.5	107.0	113.4	100.0&93.0	59.9	99.3	89.0	79.9	110.0	113.2
SK-MEL-5	99.7	108.6	99.6	82.0	20.3	110.9	99.0	95.8	97.0	98.8
EKVX	95.7	102.8	·	92.7&69.4	79.0	97.9	92.8	115.1	98.2	84.7
HOP-62	90.3	111.5	94.5	112.5&111.3	105.2	94.5	100.8	114.7	101.9	107.0
SK-MEL-2	95.7	104.0	143.9	108.2&109.0	47.3	101.3	112.0	96.8	111.1	93.4
SK-MEL-28	109.0	115.6	112.4	113.7&115.6	47.4	106.8	95.2	101.2	107.2	114.0
HOP-92	85.5	114.7	92.9	102.2	17.7	88.4	83.1	108.9	94.9	64.1

53. Nc1nc(N)c(-c2ccc(Cl)cc2)c(COc2ccc(NC(=O)Nc3cccc(S(=O)(=O)F)c3)cc2)n1
assay / compound	53
A549/ATCC	97.7
M14	107.3
SK-MEL-5	98.4
EKVX	·
HOP-62	106.3
SK-MEL-2	168.7
SK-MEL-28	104.7
HOP-92	·

An excerpt; the hit share may differ from the screen's.
